Assay outcomes: PubChem, Sanford-Burnham Center for Chemical Genomics
HKDC1 inh: blocks human hexokinase HKDC1 activity | AID 493160 | recombinant HKDC1, G6PDH/diaphorase resazurin coupled fluorescence | 340,000 tested, 0.16% active | Q2TB90 | inhibition, % at 20 µM;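 active means inhibition above about 35% when tested at 20 µM, limit read from the data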;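 further: plate controls were DMSO wells with enzyme for no effect and DMSO wells lacking enzyme for full effect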
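test system = in-house recombinant HK5 (HKDC1) enzyme | amount = HKDC1 at 5 µg/mL | control set = DMSO-enzyme wells negative, buffer-substituted wells positive | compound = one dose of 20 µM, 1% DMSO | schedule = reaction time 90 min, room temperature, protected from light | technique = resorufin fluorescence at 613 nm | reagent = glucose with 1 mM ATP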
SENP1 FRET inh: SENP1 (human) catalytic domain inhibition | 360,000 tested, 0.21% active | recombinant SENP1 catalytic domain, CyPet-SUMO1-YPet FRET cleavage | inhibition, % at 10 µM | Q9P0U3;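 active means inhibition at least 30% at 10 µM, raw YFP signal under a set limit, fluorescence ratio 0.5 to 1.5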;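 further: 0% = enzyme with DMSO and 100% = no enzyme wells; some results filed as inactive read as strong as hits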
Target sequence (Q9P0U3 419-644 limits assumed): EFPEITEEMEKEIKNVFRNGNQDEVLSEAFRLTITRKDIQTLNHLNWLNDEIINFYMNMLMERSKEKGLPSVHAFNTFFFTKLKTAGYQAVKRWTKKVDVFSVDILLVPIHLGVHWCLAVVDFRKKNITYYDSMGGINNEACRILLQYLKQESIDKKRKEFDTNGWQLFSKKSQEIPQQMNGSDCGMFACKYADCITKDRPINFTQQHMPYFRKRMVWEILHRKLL
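System: Recombinant human SENP1 catalytic domain, His6-tagged | Incubation: Enzyme reaction for 50 min at room temperature, dark | Medium: Tris pH 8 with BME, BSA, NP40 and catalase | Also added: 25 nM SUMO1 FRET substrate | Compound: 10 µM single point, 0.5% DMSO | Measured by: FRET fluorescence in CFP and YFP emission channels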
SENP8 block-1: inhibitors of human SENP8 protease; 360,000 tested, 0.64% active; Q96LD8; inhibition, % at 20 µM; AID 602440; recombinant SENP8, Nedd8 substrate fluorescence; in the data active means inhibition mostly above about 40%, no sharp cut-off; inactive means mostly below about 27%
UBC13 polyUb: inhibitors of human UBC13 polyubiquitin chain formation | P61088 | TR-FRET | inhibition, % at 20 µM | 330,000 tested, 0.47% active | AID 485273; in the data active means inhibition above about 45%, passing the limit was not always enough; inconclusive means no clear call, values can overlap the other calls
PfG6PD inh: PfG6PD (Plasmodium falciparum) enzyme inhibition; PfGluPho enzyme, NADPH resazurin-diaphorase fluorescence; inhibition, % at 20 µM; 350,000 tested, 0.78% active; AID 504690;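 active means inhibition reaching at least a set limit at 20 µM in the primary screen, cut at about 59% in these data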;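 further: 0% = DMSO wells with substrate and 100% = DMSO wells lacking glucose-6-phosphate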
SENP6 inh: inhibitors of human SENP6 protease | 330,000 tested, 1.8% active | inhibition, % at 10 µM | Recombinant SENP6 catalytic domain, aminoluciferin luminescence | Q9GZR1;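 active means inhibition above about 50% at the single tested dose, limit read from the data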;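 further: plate controls were DMSO wells with enzyme for no effect and DMSO wells lacking enzyme for full effect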
Target sequence (Q9GZR1 628-1112 limits assumed): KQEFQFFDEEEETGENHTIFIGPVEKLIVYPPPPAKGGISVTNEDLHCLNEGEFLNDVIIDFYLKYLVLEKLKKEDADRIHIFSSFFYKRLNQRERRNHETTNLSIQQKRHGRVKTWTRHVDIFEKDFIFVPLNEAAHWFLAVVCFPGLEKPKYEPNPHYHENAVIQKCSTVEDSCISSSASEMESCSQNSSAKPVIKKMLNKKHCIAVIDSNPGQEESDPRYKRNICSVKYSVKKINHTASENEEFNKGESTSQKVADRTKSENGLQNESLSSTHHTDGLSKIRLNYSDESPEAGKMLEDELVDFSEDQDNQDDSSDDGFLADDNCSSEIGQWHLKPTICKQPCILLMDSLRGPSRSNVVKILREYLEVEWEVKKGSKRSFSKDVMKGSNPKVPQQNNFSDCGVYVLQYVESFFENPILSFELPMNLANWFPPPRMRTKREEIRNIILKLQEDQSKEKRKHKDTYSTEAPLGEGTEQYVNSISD
MIN6 prolif: MIN6 beta-cell proliferation induction; MIN6 cells proliferation, ATPlite luminescence, 48 h; cells starved in 0.2% serum; 100% = growth in 10% serum; proliferation, % at 10 µM; 330,000 tested, 0.29% active;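 active means compounds whose signal lies at least 3.5 SD above the mean of all wells on their plate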;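 further: 0% = DMSO-treated cells in low-serum medium and 100% = 10% serum control; some compounds called inactive have numbers as strong as hits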
SENP8 block-2: inhibitors of human SENP8 protease; inhibition, % at 10 µM; purified SENP8, Z-RLRGG-aminoluciferin cleavage, luminescence; 330,000 tested, 1.2% active; AID 2540; in the data active means inhibition above about 50%
SENP7 block: SENP7 protease inhibition. recombinant SENP7, Z-RLRGG-aminoluciferin luminescence, 40 min. inhibition, % at 5 µM. 330,000 tested, 1.5% active;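 active means inhibition above about 50% at the single test dose, limit read from the data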;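 further: plate controls were DMSO with enzyme for no effect and no enzyme buffer wells for full effect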
Target sequence (Q9BQF6 706-1050 limits assumed): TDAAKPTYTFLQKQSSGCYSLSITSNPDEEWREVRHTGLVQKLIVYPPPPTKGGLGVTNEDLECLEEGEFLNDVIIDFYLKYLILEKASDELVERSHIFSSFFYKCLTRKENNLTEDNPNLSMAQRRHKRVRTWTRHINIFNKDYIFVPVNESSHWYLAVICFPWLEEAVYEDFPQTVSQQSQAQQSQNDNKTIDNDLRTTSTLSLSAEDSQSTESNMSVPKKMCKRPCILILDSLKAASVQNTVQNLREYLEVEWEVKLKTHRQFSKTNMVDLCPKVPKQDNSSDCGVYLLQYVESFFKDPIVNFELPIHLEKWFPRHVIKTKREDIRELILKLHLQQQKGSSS
* = called active by the depositor; u = inconclusive; x = no result given.

SMILES	HKDC1 inh	SENP1 FRET inh	SENP8 block-1	UBC13 polyUb	PfG6PD inh	SENP6 inh	MIN6 prolif	SENP8 block-2	SENP7 block
CCn1cc(C(=O)NCC(OC)OC)c(=O)c2cc(S(=O)(=O)N3CCOCC3)ccc21	-8.2	0.3	7.1	-10.4	-10.2	-8.1	-2.1	1.9	6.6
COC(=O)c1c(S(=O)(=O)NCc2ccccc2)sc(C(=O)O)c1C	4.0	-0.4	16.4	-2.5	-19.7	9.1	-2.9	11.1	19.9
COc1ccc(-c2coc3cc(O[C@@H]4O[C@H](CO)[C@@H](O)[C@H](O)[C@H]4O)ccc3c2=O)cc1	-2.0	-3.4	-12.4	-0.7	10.0	-4.6	-4.5	6.1	7.7
COc1cccc(Oc2ncnc(N)c2[N+](=O)[O-])c1	-1.2	-0.3	8.0	4.9	-17.2	-25.9	0.3	6.5	2.4
COC(=O)/C=c1/sc2nc3ccccc3n2c1=O	-31.8	-0.1	39.9	-1.7	74.7*	-16.9	-4.5	-20.0	3.0
CCOc1ccc(CN2C(=O)c3ccccc3C2=O)cc1C(=O)N1CCC(C(N)=O)CC1	-4.1	1.1	12.3	-9.9	-3.5	-12.9	-2.5	-6.3	-4.2
O=C1Nc2ccccc2C1Cc1ccccn1 (stereo not drawn)	-6.6	-0.5	-2.8	-0.7	6.9	-2.6	-2.2	7.1	-0.1
Cc1ccc(OCC(=O)N2CCc3ccccc3C2)c(C)c1	-4.5	-3.7	13.8	3.6	21.1	-3.0	-2.5	-9.8	-7.0
O=S(=O)(NCc1ccccc1)c1ccc(Cl)c(S(=O)(=O)NCc2ccccc2)c1	-0.4	1.9	13.9	-0.5	8.8	-2.5	-1.8	-11.3	-6.0
O=C(Nc1nnc(-c2ccc(Cl)cc2)o1)c1nc2ccccc2s1	-4.1	0.7	5.4	-33.1	-19.6	3.2	-5.9	-1.1	-2.0
CCOC(=O)c1c(N2C(=O)C=CC2=O)sc(C)c1C	0.3	-74.5	5.6	-3.1	66.9*	-55.8	-4.9	3.6	-4.3
CCN(CC(=O)NCc1cccs1)C(=O)c1cc(=O)[nH]c2ccccc12	-3.7	0.1	-139.7	6.1	1.7	0.3	3.3	0.3	-6.6
O=C(Nc1ccccc1)c1ccc(-c2ccc([N+](=O)[O-])cc2)o1	-2.3	-0.9	-19.5	-10.5	36.9	-2.1	1.0	-22.0	-15.8
Cc1c(CC(=O)N[C@H](C(=O)O)C(C)C)c(=O)oc2cc3c(cc12)CCC(C)(C)O3	-1.5	-1.3	-273.3	10.3	-0.5	12.9	-0.1	-7.4	-5.2
Cc1cc(=O)oc2cc(OCC(=O)N/N=C/c3ccccc3[N+](=O)[O-])ccc12	16.7	3.2	-59.8	-14.2	-1.9	-6.1	0.0	3.2	-4.0
C/C(=N/O)c1cccc(N2Cc3ccccc3C2)c1	1.2	0.5	-8.6	-8.7	14.2	-35.8	0.1	-12.4	-3.9
CCC(Sc1nc2ccccc2s1)C(=O)Nc1nnc(C)s1 (stereo not drawn)	-4.5	-8.8	4.0	0.7	-14.9	15.9	-2.3	-0.2	3.0
O=C(c1cc2nc(-c3ccco3)cc(C(F)(F)F)n2n1)N1CCc2ccccc2C1	-0.9	-16.0	-425.8	7.9	5.8	3.2	-1.5	-1.3	-4.5
Cc1cc(OCc2cc(C(=O)NC3CCC3)no2)cc(C)c1Cl	-2.8	0.5	18.5	2.8	-14.6	11.3	-4.1	-1.4	-1.9
N/N=C(\c1ccccc1)c1cc(Cl)ccc1N	-3.9	-1.9	12.3	-0.3	3.4	5.8	-1.2	-12.2	-8.1
Cc1ccc(OCc2nc(-c3ccccc3)no2)c(C)c1	4.3	-0.7	13.8	-2.0	5.2	55.1*	1.3	24.6	44.6
COc1ccc(Nc2oc(COc3ccccc3F)nc2C#N)cc1	-0.1	-2.9	0.9	-16.4	13.2	-2.5	-6.8	3.5	3.4
O=C(NCCCN1CCOCC1)c1cccc(S(=O)(=O)NCc2ccccc2)c1	-8.1	3.2	13.9	13.1	13.9	-9.3	-0.2	4.7	-5.5
COc1cccc(-c2nc(CS(=O)(=O)CC(=O)NCCN3CCOCC3)c(C)o2)c1	5.4	1.9	9.0	-9.0	-1.3	4.3	-4.5	-1.0	1.5
Cn1c(CNC(=O)C2CCCCC2)cc2ccccc21	-8.1	1.0	13.3	8.3	-0.6	5.4	-1.3	-7.0	-8.0

Compound profiles (already shown). Screens in order: HKDC1 inh	SENP1 FRET inh	SENP8 block-1	UBC13 polyUb	PfG6PD inh	SENP6 inh	MIN6 prolif	SENP8 block-2	SENP7 block
Listed for COc1ccc(Nc2oc(COc3ccccc3F)nc2C#N)cc1 = -0.1	-2.9	0.9	-16.4	13.2	-2.5	-6.8	3.5	3.4
Listed for CCC(Sc1nc2ccccc2s1)C(=O)Nc1nnc(C)s1 (stereo not drawn) = -4.5	-8.8	4.0	0.7	-14.9	15.9	-2.3	-0.2	3.0
Listed for Cc1cc(OCc2cc(C(=O)NC3CCC3)no2)cc(C)c1Cl = -2.8	0.5	18.5	2.8	-14.6	11.3	-4.1	-1.4	-1.9
Listed for O=C1Nc2ccccc2C1Cc1ccccn1 (stereo not drawn) = -6.6	-0.5	-2.8	-0.7	6.9	-2.6	-2.2	7.1	-0.1

Continuation.
SMILES	HKDC1 inh	SENP1 FRET inh	SENP8 block-1	UBC13 polyUb	PfG6PD inh	SENP6 inh	MIN6 prolif	SENP8 block-2	SENP7 block
O=C(CCC(=O)OCC(=O)c1ccc([N+](=O)[O-])cc1)Nc1ccccc1Cl	-6.9	1.8	9.5	-17.5	68.0*	-20.2	-0.6	-2.3	0.3
Oc1ccc(-c2nc(=S)[nH][nH]2)cc1	-2.5	0.2	-21.6	-4.4	16.9	-15.3	1.2	-1.8	6.6
Cc1cccc(S(=O)(=O)Nc2ccc(-c3cn4ccccc4n3)cc2)c1	16.1	2.2	-282.3	9.7	-7.5	-8.6	2.0	-4.8	0.8
N#Cc1c(-c2cccs2)nc(SCc2ccc(Cl)cc2)[nH]c1=O	-4.1	-3.3	-100.2	u	-22.8	3.2	-4.7	7.5	-4.3
Cc1cc(C)c(C)c(OCCn2ccnc2)c1	2.5	0.9	16.3	0.6	3.2	11.5	-3.7	0.0	1.7
CC(=O)c1cccc(NC(=O)C(C)OC(=O)Cc2c[nH]c3ccccc23)c1 (stereo not drawn)	-3.8	3.6	9.5	0.0	9.0	-18.8	-1.3	-3.0	-2.6
CN(Cc1ccccc1)C(=O)c1nn2cccnc2c1Cl	-3.9	-2.4	-15.7	19.5	3.9	5.7	-1.8	5.7	8.8
O=C(c1cccc([N+](=O)[O-])c1)N1CCN(c2ccccn2)CC1	-6.0	-0.9	10.1	-10.3	-4.5	-13.5	0.0	-6.5	-3.8
CCC(CC)C(=O)c1c[nH]c(C(=O)NCc2cccnc2)c1	-4.9	1.6	5.7	0.0	2.5	-13.6	0.1	6.2	5.4
O=C(COc1ccc2ccccc2c1)NNC(=O)c1cnccn1	-2.0	2.7	14.7	-7.4	20.8	-1.5	0.0	-9.8	-7.1
CC1Cc2cc(/C(O)=C3/C(=O)C(=O)N(CCN4CCOCC4)C3c3ccc([N+](=O)[O-])cc3)ccc2O1 (stereo not drawn)	-1.9	0.4	4.9	-5.4	9.3	6.0	0.7	-6.6	-8.3
COC(=O)C1OC1c1cc([N+](=O)[O-])ccc1OC (stereo not drawn)	-1.3	1.3	25.6	x	-5.7	x	x	x	x
COc1ccccc1CC(NC(C)=O)C(=O)NC1CCN(C(=O)c2ccc([N+](=O)[O-])cc2)CC1 (stereo not drawn)	1.6	-1.4	-4.6	-10.2	18.5	-2.6	-0.5	-14.8	1.7
O=C(O)Cc1ccc(N=Nc2c(O)c(C(=O)O)cc3ccccc23)cc1	21.8	15.5	6.8	-64.9	-7.9	16.0	-4.9	13.4	3.3
CCCCCCOc1ccc(C(CC(N)=O)C(=O)O)cc1 (stereo not drawn)	-10.7	-5.9	6.2	-2.1	6.4	-44.1	-3.6	-5.7	-3.1
COc1ccc(/C=N/NC(=O)c2cccc(Br)c2)cc1Cn1cc(Cl)cn1	-0.1	1.4	-45.6	3.9	-23.3	-14.5	-2.5	-4.7	1.1
O=C(CCc1ccccc1)N1CCN(c2ccc(F)cc2)CC1	-0.6	4.1	16.6	8.1	10.6	19.2	-2.8	5.1	7.7
Cn1c(SCC(=O)N2CCOCC2)nnc1-c1ccc(Cl)cc1Cl	-9.2	3.2	5.9	4.7	-5.8	-19.0	-0.6	6.0	-3.9
CCC1OC23CCCCC2C(C#N)(C(=N)O3)C1(C#N)C#N (stereo not drawn)	4.2	8.2	-420.4	5.7	-2.5	-24.8	-3.9	1.3	-1.4
O=C(NC(=S)Nc1ccc(Cl)c(C(=O)O)c1)c1cccc(COc2ccccc2)c1	0.5	2.5	6.6	-18.4	-15.5	21.2	-2.7	8.2	-1.2
Cc1ccc(N2CC(O)(c3cccs3)[N+]3=C2CCCC3)cc1 (stereo not drawn)	-5.0	2.4	11.0	-7.8	-12.0	5.0	-3.5	0.3	1.3
COc1ccc(Cn2c(CCC(=O)Nc3ccccc3OC)nc3cccnc32)cc1	-6.2	0.6	6.1	6.2	40.9	24.7	-3.2	7.8	9.0
CC(C)c1ccc(N)c(S(=O)(=O)O)c1	0.0	1.4	20.8	4.5	-15.4	5.7	-2.4	-2.3	-1.2
Cc1ccc(CCNC(=O)C2CCCN(S(C)(=O)=O)C2)cc1 (stereo not drawn)	-5.1	0.4	19.4	3.5	-16.8	-8.3	-2.1	3.2	4.7
CCC(C)N(C)Cc1cccc(C2(O)CCN(S(=O)(=O)c3ccc(F)c(C)c3)CC2)c1 (stereo not drawn)	-5.5	0.0	23.1	9.9	-10.0	-21.8	0.0	-4.2	3.0
Next section:
SMILES	HKDC1 inh	SENP1 FRET inh	SENP8 block-1	UBC13 polyUb	PfG6PD inh	SENP6 inh	MIN6 prolif	SENP8 block-2	SENP7 block
Cc1cc(C)nc(NC(N)=NCCc2ccccc2)n1	-4.1	2.3	17.2	x	78.8*	x	x	x	x
COc1ccc(NS(=O)(=O)c2cn(C)c(=O)n(C)c2=O)cc1	2.1	3.6	15.6	9.6	10.8	-13.1	-1.2	-1.6	-3.5
O=C(NCCNC(=O)c1cc(OCC(F)(F)F)ccc1OCC(F)(F)F)Nc1ccc(Cl)cc1	3.3	x	x	-1.0	-10.1	-4.1	-4.9	2.4	9.9
COc1ccccc1NC(=S)NC(=O)CCc1ccccc1	1.9	3.2	4.4	-1.4	11.2	-6.6	-0.8	4.7	-7.3
COCCNC(=O)c1onc(CS(=O)(=O)c2cc(C)cc(C)c2)c1C(=O)NCCOC	-6.2	0.8	9.3	-9.1	13.1	-16.0	1.3	1.8	-12.7
O=C(O)c1cc(NCc2c(F)cccc2Cl)ccc1N1CCOCC1	-1.6	1.1	-46.7	19.1	24.3	-6.3	-1.5	-3.6	5.1
Cc1cccc(NC(=O)C2C3C=CC(O3)C2C(=O)O)c1 (stereo not drawn)	x	x	x	0.9	x	18.5	-4.4	-5.7	-0.4
Cc1cc(NC(=O)c2cnn3c(C(F)F)cc(-c4ccccc4)nc23)no1	-8.1	-1.8	-84.4	2.5	-0.7	2.6	-0.1	1.6	2.7
COCCCN1C(=O)N(c2ccc(F)cc2)C(=O)C1CC(=O)Nc1ccc(OC)cc1 (stereo not drawn)	-3.5	1.5	16.7	8.8	3.4	-12.2	-1.0	-0.9	4.8
Cc1c(C(=O)O)oc2ccc(S(=O)(=O)NCc3ccccc3)cc12	-1.1	-1.2	24.1	1.7	-21.4	-22.5	4.6	-3.1	7.9
